PG9 Ab binder – small molecules binding HIV-1 gp120 antibody PG9; TR-FRET gp120-PG9 antibody binding; inhibition, % at 6.7 µM; hit rate 0.43% among 360,000; in the data active means inhibition above about 8.5%
DAX1 inh-1 – blocks DAX1 repression of SF-1 activated StAR promoter. HEK293T StAR-luciferase reporter, SF-1/DAX-1 repression relief. inhibition, % at 6.8 µM. hit rate 1.1% among 370,000. AID 652010;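 active means inhibition above the mean over all tested compounds plus 3 SD, cut at about 3.6% in these data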;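 further: 0% = DAX-1 cells with DMSO and 100% = cells lacking DAX-1 with DMSO; higher inhibition means more luminescence from relief of DAX-1 repression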
hcDAF12 agonist – activates DAF-12 receptor from parasite H. contortus; activation, % at 6.8 µM; HEK293 hcDAF-12 lit1-tk-luc reporter, luminescence; 0% DMSO, 100% Δ7-dafachronic acid; hit rate 1.4% among 370,000; AID 652067;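 active means activation above the mean of all tested compounds plus 3 SD, cut at about 5.5% in these data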;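 further: 100% = response to 3 µM Δ7-dafachronic acid high control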
GAA850 FXN act – activators of GAA850 frataxin (FXN) promoter; HEK293 lucGAA850 FXN promoter luciferase reporter, 24 h; percent of 10 µM SAHA response; activation, % at 6 µM; hit rate 0.56% among 360,000;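 active means activation above the average of all compounds screened plus 3 SD, cutoff fixed separately per campaign, cut at about 7.5% in these data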;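 further: 0% = DMSO wells and 100% = 10 µM SAHA wells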
ADAM10 inh – ADAM10 inhibition, QFRET primary screen; inhibition, % at 7 µM; O14672; recombinant ADAM10, EDANS/DABCYL FRET peptide cleavage, 3 h; hit rate 0.62% among 370,000;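 active means inhibition above a per-campaign cutoff equal to the mean of compounds falling between control-based bounds plus 3 SD, cut at about 20% in these data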;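 further: 0% = DMSO wells while the 100% control is not disclosed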
SMARCA2 activ – increases SMARCA2 function in MMTV reporter cells; hit rate 1% among 370,000; AID 652017; MG213 cells, MMTV-luciferase reporter, dexamethasone, overnight; activation, % at 9.1 µM; in the data active means activation above about 7.8%;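 further: 0% = vehicle wells and 100% = reference activator wells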
NPR1 activator – GC-A (human) enzyme activation | P16066 | hit rate 0.14% among 370,000 | activation, % at 10 µM | HEK293 GC-A cells, cGMP TR-FRET, EC30 ANP; 0% at EC30 ANP, 100% saturating ANP; in the data active means activation above about 40%
Target sequence (P16066 whole entry, looked up): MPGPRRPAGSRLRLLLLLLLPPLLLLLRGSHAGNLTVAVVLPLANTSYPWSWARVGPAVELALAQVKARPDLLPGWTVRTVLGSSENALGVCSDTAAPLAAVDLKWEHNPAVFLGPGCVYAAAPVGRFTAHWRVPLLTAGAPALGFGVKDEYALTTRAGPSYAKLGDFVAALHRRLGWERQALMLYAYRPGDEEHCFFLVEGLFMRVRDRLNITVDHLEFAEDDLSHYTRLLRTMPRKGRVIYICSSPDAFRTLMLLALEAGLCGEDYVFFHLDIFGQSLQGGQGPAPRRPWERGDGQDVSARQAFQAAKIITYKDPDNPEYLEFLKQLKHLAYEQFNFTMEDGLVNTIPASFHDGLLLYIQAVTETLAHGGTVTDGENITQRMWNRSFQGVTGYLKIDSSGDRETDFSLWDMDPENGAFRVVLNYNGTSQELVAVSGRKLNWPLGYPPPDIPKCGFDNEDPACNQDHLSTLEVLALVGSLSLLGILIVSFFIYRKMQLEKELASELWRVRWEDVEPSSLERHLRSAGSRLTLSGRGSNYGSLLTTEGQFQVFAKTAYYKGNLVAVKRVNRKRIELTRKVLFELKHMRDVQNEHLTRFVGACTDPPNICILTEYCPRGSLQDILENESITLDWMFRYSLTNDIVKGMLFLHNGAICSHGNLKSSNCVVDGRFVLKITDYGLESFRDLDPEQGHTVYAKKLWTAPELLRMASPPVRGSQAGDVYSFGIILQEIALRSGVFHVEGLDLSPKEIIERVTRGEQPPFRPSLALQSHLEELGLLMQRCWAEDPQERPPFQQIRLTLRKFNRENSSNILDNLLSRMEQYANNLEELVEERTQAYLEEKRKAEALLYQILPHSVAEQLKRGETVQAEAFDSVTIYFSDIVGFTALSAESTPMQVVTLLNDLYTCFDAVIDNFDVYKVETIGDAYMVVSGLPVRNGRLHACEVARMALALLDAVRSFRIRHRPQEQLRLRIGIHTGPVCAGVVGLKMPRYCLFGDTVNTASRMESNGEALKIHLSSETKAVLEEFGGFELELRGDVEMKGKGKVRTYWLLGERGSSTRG
hgDAF-12 ag – hgDAF-12 agonism, primary luciferase screen; activation, % at 6.8 µM; AID 687014; HEK293 GAL4-hgDAF12 UAS-luciferase reporter, agonist luminescence; normalized to butyrate control; hit rate 1.8% among 370,000;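 active means activation above a cutoff set at the mean of all screened compounds plus 3 SD, cut at about 10% in these data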;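 further: 0% = DMSO wells and 100% = sodium butyrate wells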
ADAM17 inh – inhibitors of human ADAM17. P78536. AID 720648. recombinant ADAM17, EDANS/DABCYL FRET peptide cleavage. inhibition, % at 6.95 µM. hit rate 0.83% among 370,000;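 active means inhibition above the mean of compounds lying between control limits plus 3 SD, set per campaign, cut at about 8.5% in these data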;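 further: 0% = DMSO-only wells as the low control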
DAX1 inh-2 – inhibits human nuclear receptor DAX1; AID 504766; hit rate 0.99% among 340,000; inhibition, % at 6.75 µM; HEK293 Gal4-DAX1 luciferase reporter, luminescence;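 active means inhibition above the mean over all tested compounds plus 3 SD, cut at about 4.2% in these data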;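 further: 0% = DAX1-transfected cells with DMSO and 100% = empty-vector control cells with DMSO; inhibition shows as a rise in luminescence from relieved DAX1 repression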
ssDAF-12 act – activators of S. stercoralis DAF-12 nuclear receptor | HEK293 ssDAF-12/GRIP1 lit1-tk-luc reporter, luminescence; % of 3 µM dafachronic acid response | hit rate 1% among 370,000 | activation, % at 6.8 µM | AID 652126;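 active means activation above the mean over all tested compounds plus 3 SD, cut at about 0.9% in these data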;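 further: 0% = DMSO-only wells and 100% = 3 µM delta7-dafachronic acid wells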
The depositor's hits bear a star; . = not tested or not shown.

SMILES | PG9 Ab binder | DAX1 inh-1 | hcDAF12 agonist | GAA850 FXN act | ADAM10 inh | SMARCA2 activ | NPR1 activator | hgDAF-12 ag | ADAM17 inh | DAX1 inh-2 | ssDAF-12 act
Cc1ccc(S(=O)(=O)N(C)c2ccc(C)c([N+](=O)[O-])c2)cc1 | -1.8 | -0.6 | -0.1 | 1.0 | 4 | 5 | -7 | -2.4 | 2 | -1.8 | -1.6
COc1ccc(Br)cc1CN(C)C(=O)Cc1ccc(OC)c(S(=O)(=O)N2CCOCC2)c1 | -0.2 | -1.5 | 0.0 | 0.4 | -3 | -3 | -4 | -0.6 | -5 | -0.1 | -1.0
FC(F)(F)c1ccccc1Cc1c(-c2ccco2)nc2ccc(Br)cn12 | -3.6 | -0.8 | 3.0 | . | -3 | -6 | 10 | -6.0 | -5 | . | -0.2
COc1cc(/C=C/C(=O)OCC(=O)c2ccc[nH]2)ccc1O | -2.8 | -0.8 | 1.2 | 1.0 | -35 | 1 | 2 | 2.6 | -8 | -0.8 | -0.9
CC1CCN(C(=O)Cn2c(SCC(=O)Nc3nccs3)nc3ccccc32)CC1 | -0.7 | -0.2 | -1.8 | -0.4 | 1 | -1 | -2 | 6.6 | -4 | -0.4 | -1.0
COc1ccc(NC(=O)NC2CCCCC2C)cc1 (stereo not given) | -2.3 | 0.7 | 1.2 | 1.1 | 9 | 6 | 1 | 2.2 | -1 | 2.2 | -1.1
O=C(CCc1nc2ccccc2c(=O)[nH]1)OCCOc1ccc(Cl)cc1 | -1.7 | 0.5 | 0.2 | 0.1 | 1 | 0 | 3 | 1.3 | 0 | 2.0 | -0.8
O=C(CS(=O)(=O)c1ccc(F)cc1)Nc1nccs1 | 0.1 | 2.1 | -1.9 | 0.1 | -14 | -2 | -1 | 0.1 | -3 | 1.1 | -1.0
S=c1[nH]nc(COc2ccccc2)n1/N=C/c1cccs1 | 0.8 | 0.5 | -2.7 | 1.1 | 4 | 1 | 1 | -1.0 | -1 | -0.4 | -1.0
O=C(Cn1nc(-c2ccco2)ccc1=O)Nc1ccc(Cl)c(Cl)c1 | -1.1 | 0.0 | 2.4 | -1.8 | -128 | -2 | 1 | -0.6 | -51 | -0.4 | -0.3
C=CCN(c1ccc(C(=O)Nc2ccc3c(c2)n(C)c(=O)n3C)cc1)S(C)(=O)=O | 0.5 | 0.2 | -1.4 | -1.1 | 6 | -3 | -3 | -0.9 | 0 | 2.9 | -0.9
O=C(O)C1CCCCC1C(=O)Nc1ccc(Cl)cc1 (stereo not given) | -1.0 | -0.3 | -0.6 | -3.1 | 6 | 3 | -1 | -0.8 | 0 | 0.0 | 0.3
CCn1c(C(=O)Nc2ccsc2C(=O)OC)cc2sc(Cl)cc21 | 2.6 | 1.1 | 5.1 | -0.7 | -16 | -1 | -5 | 1.2 | -1 | 1.7 | 0.5
COc1ccc(-n2c(/C=C3\C(=O)N(C)c4ccccc43)nc3ccccc3c2=O)cc1 | 0.8 | -0.2 | -0.6 | 1.9 | -3 | -5 | -5 | -1.4 | -1 | -2.8 | -1.2
O=C(Nc1cccc(Oc2ccccc2)c1)C1Cc2c(-c3ccc4c(c3)OCO4)ccnc2O1 (stereo not given) | 0.6 | -0.4 | -2.4 | -1.7 | -1 | -4 | 3 | -1.4 | 3 | . | -0.8
CN(Cc1cnn(C)c1)C(=O)C1CCC(=O)N(Cc2cccc(C(F)(F)F)c2)C1 (stereo not given) | -1.4 | 0.8 | -0.3 | 0.6 | -5 | 1 | 2 | 1.3 | -5 | 0.3 | -1.4
COc1cccc(C2c3cc4c(cc3OC(NNC(N)=O)C2C)OCO4)c1O (stereo not given) | -0.6 | -3.9 | 1.2 | -3.5 | -6 | 5 | -8 | 5.8 | -2 | -1.8 | -1.1
O=C(COC(=O)c1ccccc1)Nc1cccc(S(=O)(=O)N2CCOCC2)c1 | 0.1 | 0.0 | -0.2 | 2.8 | 2 | -4 | 0 | 3.5 | -3 | 0.4 | -1.8
Cc1[nH]c(=S)sc1Cc1ccc(Cl)c(Cl)c1 | 0.5 | -0.1 | -0.2 | . | 16 | -2 | -1 | 1.6 | 6 | . | -1.5
O=S(=O)(NCC1OCCc2ccccc21)c1ccc(S(=O)(=O)N2CCOCC2)cc1 (stereo not given) | 0.8 | -0.4 | -1.8 | -0.1 | 4 | -2 | 3 | -1.6 | -6 | -0.2 | -1.0
CCOc1ccccc1NC(=O)CCNS(=O)(=O)c1ccc2[nH]c(=O)oc2c1 | -1.1 | -0.3 | 0.6 | 1.4 | -8 | -2 | 1 | 3.6 | -1 | -0.5 | -1.4
Cc1cc(C)nc(NS(=O)(=O)c2ccc(NC(=O)CSc3nc4ccccc4[nH]3)cc2)n1 | -0.6 | -0.6 | 1.9 | -0.7 | -7 | -4 | -1 | 0.2 | -3 | -0.4 | -0.8
O=C(CSc1ccc(-c2ccc(Br)cc2)nn1)NC1CCCC1 | -0.5 | -0.9 | 1.2 | 1.2 | 3 | 1 | 14 | -1.9 | -3 | 0.1 | -1.7
CCN1CCN(Cc2ccc(NC(=O)Nc3ccccc3Cl)cc2)CC1 | -2.0 | 5.4* | 2.9 | 2.4 | -9 | 6 | 2 | 11* | -1 | 4.6* | -0.1
c1ccc(N=Nc2ccc3cccccc2-3)cc1 | -3.4 | 0.5 | 9.1* | 6.8 | 2 | 9.6* | -12 | 6.3 | -2 | 2.3 | 1.8*
COc1ccccc1N1C(=O)CC(Sc2nc(C)cc(C)n2)C1=O (stereo not given) | 0.4 | -0.3 | 0.1 | -1.6 | 10 | 2 | 1 | -1.6 | -2 | 0.1 | -1.2
COc1cc(NC(=O)C(C)C)ccc1NC(=O)c1ccco1 | -2.2 | 3.1 | 2.4 | 4.8 | -7 | 3 | -1 | 4.6 | -3 | 2.7 | -1.0
COc1ccc(NC(=O)COC(=O)C2CCN(S(=O)(=O)c3cccs3)CC2)cc1 | -0.1 | 0.5 | 0.3 | -1.1 | -6 | 1 | 3 | -0.9 | -2 | 0.6 | -1.2
Cc1ccc(S(=O)(=O)N2CCOCC2)cc1C(=O)N1CCN(S(=O)(=O)c2cccc(F)c2)CC1 | -1.7 | 1.3 | -0.5 | -0.4 | -1 | -1 | 0 | -0.7 | -2 | 0.0 | 0.3
COc1ccc(CNCCC(c2ccc(OC(C)C)cc2)c2ccccc2OC)cc1OC (stereo not given) | -1.4 | -0.5 | -1.8 | -4.4 | 0 | -2 | -15 | -2.6 | -1 | 0.0 | -1.2
Cc1ccc(S(=O)(=O)/C(C#N)=C/c2c(N3CCN(Cc4ccccc4)CC3)nc3ccccn3c2=O)cc1 | -1.0 | -0.2 | 0.2 | 0.5 | -21 | 2 | 1 | -1.7 | -6 | 0.0 | -0.4
CCOC(=O)c1c(NC(=O)COC(=O)CCOc2ccc(C)cc2)sc(C(=O)N(C)C)c1C | -0.2 | 0.7 | 0.1 | 0.8 | -2 | -1 | -1 | -0.4 | -1 | 0.2 | -0.7
Cc1nn(C)c(C)c1C1C(C#N)=C(N)Oc2n[nH]c(C)c21 (stereo not given) | 0.7 | 0.3 | 2.6 | -0.1 | 5 | -1 | 2 | -1.4 | -2 | -0.2 | -1.4
Cc1nonc1NC(=O)c1oc2ccccc2c1C | 0.7 | 0.3 | 3.6 | 1.1 | -2 | 3 | 2 | 4.4 | 1 | 0.8 | -0.5
CC1Cc2ccccc2N1CC(=O)Nc1cc(S(=O)(=O)N2CCOCC2)ccc1Cl (stereo not given) | 1.2 | -4.6 | -0.8 | 2.5 | -4 | -1 | -2 | 2.4 | -1 | 0.6 | -1.2
COc1ccc(-c2ccc(SCC(=O)NCc3ccco3)nn2)cc1OC | 1.8 | -0.4 | -1.6 | -0.2 | -8 | 0 | 1 | 0.8 | -3 | -0.3 | -1.6
CN1CCN(CCc2nc3cc(NC(=O)COc4ccc([N+](=O)[O-])cc4)ccc3n2C)CC1 | -1.5 | 0.4 | 0.1 | -0.2 | -10 | -1 | 0 | -1.5 | 0 | -0.1 | -0.8
COc1ccc(/C=N/NC(=O)C[n+]2ccccc2)c(OC)c1OC | 1.8 | 0.1 | -3.9 | 1.3 | 1 | -3 | 3 | -0.8 | -1 | -0.1 | -1.7
COC(=O)C1CN(Cc2ccccc2)CCS(=O)(=O)N1Cc1ccc(Cl)cc1 (stereo not given) | . | -0.8 | -2.0 | . | 4 | -2 | -7 | -0.1 | 2 | . | -0.9
NS(=O)(=O)c1ccc(CCNC(=O)C2CCN(S(=O)(=O)c3cnc[nH]3)CC2)cc1 | -2.3 | -0.9 | -1.2 | 3.0 | 1 | 6 | 2 | 1.0 | -2 | -0.5 | -0.9
CC(=O)Nc1cccc(NC(=O)c2oc3ccccc3c2C)c1 | 0.1 | 0.3 | 3.4 | . | 4 | 3 | 5 | 7.0 | -6 | . | -1.1
Cc1nc2cc(NC(=O)c3ccc(S(=O)(=O)N(C)c4ccccc4)cc3)ccc2o1 | -0.1 | -1.1 | -3.8 | -1.6 | -46 | -3 | -2 | -5.1 | 3 | -4.0 | -1.3
COc1ccc(C(=O)Nc2ccccc2-c2nnn(CC(=O)NCc3ccco3)n2)cc1 | 0.5 | -0.8 | -1.4 | -1.1 | -4 | 2 | -2 | 0.6 | 2 | -0.1 | -1.4
O=C1C(c2ccccc2)C(c2ccccc2)NC(c2ccccc2)C1c1ccccc1 (stereo not given) | 0.2 | 0.3 | -0.8 | -1.1 | -4 | -3 | -17 | -0.5 | 0 | -2.0 | -1.2
CC(=O)Nc1cc(C(=O)N2CCc3ccccc3C2)ccc1Sc1ccc(C)cc1 | 0.4 | -0.2 | -1.2 | 1.3 | 15 | -1 | 3 | -2.5 | 5 | -0.2 | -1.6
CCOC(=O)C/C(C)=N/NC(=O)CN(c1ccc(Br)cc1)S(=O)(=O)c1ccccc1 | -1.8 | -0.8 | -1.2 | 0.2 | 2 | -4 | -4 | -2.5 | -1 | 4.1 | -1.4
CCNC(=O)NC(=O)C(C)OC(=O)C1CCN(S(=O)(=O)c2ccc(C)c(C)c2)CC1 (stereo not given) | -1.4 | 0.2 | -1.3 | 2.0 | -3 | -3 | -1 | -0.5 | -3 | 0.2 | -1.1
CC1(C(=O)NCc2ccccc2Br)CCN1C(=O)CCc1ccc(Cl)cc1Cl (stereo not given) | 0.6 | -1.4 | -3.0 | -0.4 | 14 | -3 | -9 | -3.3 | 2 | . | -1.1
C=CCOc1ccc(/C=C/C(=O)OCC(=O)Nc2c(C)n(C)n(-c3ccccc3)c2=O)cc1 | -1.4 | -0.3 | -0.5 | -2.5 | -1 | -1 | -2 | -0.2 | -1 | 2.0 | -1.1
Cc1cccc(COc2ccc(S(=O)(=O)N3CCOCC3)cc2[N+](=O)[O-])c1 | 0.1 | -1.5 | -1.2 | 2.2 | -3 | 0 | -3 | 0.4 | -1 | -0.2 | -1.3

From PubChem
